AI-2 QS modul: Vibrio harveyi AI-2 quorum sensing modulators, primary screen, JMH597 strain, luminescence/OD600 ratio; Vibrio harveyi JMH597 AI-2 luminescence/OD600 ratio, 9 h; hits give low values; strain lacks LuxN and CqsS sensors; 0 = neutral-control median; activity change, % at 7.5 µM; hit rate 0.4% among 300,000; AID 2094, 2009; in the data active = activity change below about -75%, passing the limit was not always enough;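 note: luminescence divided by OD600 gain over 9 h not by final OD600 alone; inactives centre near 13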
HSF1 activator: HSF-1 activators, primary screen, NIH3T3-HGL cells, MG132 stress, luminescence, single point; activation, % at 9 µM; hit rate 1.7% among 300,000; NIH3T3-HGL HSF-1 luciferase reporter, 8 h; 100% = twice DMSO control signal;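 active = mean replicate activation of at least 50% with a set share of replicates each reaching 50%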;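 note: 0% = median of the neutral control wells and 100% = twice that signal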
HIF act: HIF pathway transcriptional activators, primary screen, cell-based, U2OS HRE-luciferase, luminescence | U2OS HRE-luciferase reporter; normalized: DMSO 0%, desferrioxamine 100% | activation, % at 7.5 µM (by protocol) | hit rate 0.32% among 300,000 | AID 1910, 2009;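 active = mean activation of at least 10% of the iron chelator positive control signal, with at least half of replicates also reaching 10%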
aSyn UTR inh: MLPCN primary screen, SNCA 5' untranslated region. alpha-synuclein 5'UTR reporter, inhibitor activity. inhibition, % (tested at 7.5 µM). hit rate 0.82% among 300,000. AID 1813, 2009; in the data active = inhibition above about 60%;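 note: H4 neuroglioblastoma cells stably carrying SNCA 5'UTR luciferase fusion; 0% = DMSO wells and 100% = positive control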
Platelet DG rel: inhibitors of platelet dense granule secretion, primary screen, cell-based, MLPCN, human platelets | AID 1663, 2009 | human platelet-rich plasma, SFLLRN dense granule ATP release, luminescence | hit rate 0.22% among 300,000 | inhibition, %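 (compounds screened at 7.5 µM in platelet-rich plasma)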;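 active = mean replicate score, as percent of positive control, at or above 50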
SKKanGAS inh: S. pyogenes SKKanGAS growth inhibitors in kanamycin, primary screen, streptokinase expression inhibitor project, SKKanGAS strain, BacTiter-Glo luminescence; inhibition, % at 7.5 µM; AID 1662, 2009; hit rate 1.3% among 300,000; 6 h;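 active = mean replicate score, as percent of positive control median, at least 50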;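 note: strain carries kanamycin resistance gene driven by streptokinase promoter and grows in 40 µg/ml kanamycin; loss of luminescence reflects streptokinase promoter inhibition or plain growth inhibition; 0% = median of DMSO wells and 100% = positive control at its reference dose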
KLF5 inh: KLF5 expression inhibitors, primary screen, DLD-1 cells, luminescence | hit rate 0.23% among 290,000 | inhibition, % at 5 µM | AID 1700, 2009 | DLD-1 KLF5 promoter-luciferase reporter;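 active = inhibition above a per-plate limit of that plate's mean compound inhibition plus 3 SD, cut at about 60% in these data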;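 note: 0% = DMSO wells and 100% = LY294002 at 200 µM; higher means less KLF5 promoter-driven luciferase light; inactives centre near -14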
IEC-6 tox: cytotoxicity in IEC-6 intestinal epithelial cells, primary screen, cytotoxicity control for KLF5 inhibitor project, cell-based, luminescence; IEC-6 cytotoxicity, luminescence viability; inhibition, % at 5 µM; hit rate 0.78% among 290,000; AID 1825, 2009; in the data active = inhibition above about 22%;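 note: 0% = plate median of test compound wells and 100% = cytotoxic reference compound wells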
HSP90 inh: HSP90 inhibitors, primary screen, cell lysate, luminescence. AID 1789, 2009. hit rate 0.91% among 290,000. inhibition, % at 5.6 µM. Rabbit reticulocyte lysate, luciferase refolding luminescence, 3 h;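 active = inhibition above the screen-wide mean plus 3 SD, computed separately per campaign, cut at about 16% in these data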;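 note: 0% = DMSO wells and 100% = 60 µM geldanamycin wells; inhibitors lower the luminescence because luciferase stays unfolded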
HSF1 inh: HSF1 inhibitors in luciferase reporter cells, primary screen, cell-based, NIH3T3, luminescence; NIH3T3-HGL HSE-luciferase, MG132-induced, luminescence 8 h; hits give low values; activity change, negative = inhibition, % at 7.5 µM (by protocol); hit rate 0.77% among 300,000;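 active = more than half of replicate wells show activity change below -50%, luminescence cut by over half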;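 note: luciferase reports HSF-1 transcriptional activity via heat shock element; 0% = median of DMSO wells and -100% = zero luminescence signal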
An asterisk follows results filed as active.

`O=C(CNS(=O)(=O)c1c(F)cc(F)cc1Br)OCC(=O)N1CCCC1=O` gave AI-2 QS modul 12, HSF1 activator -12, HIF act -0.3, aSyn UTR inh -6, Platelet DG rel 8, SKKanGAS inh -2 and HSF1 inh -1.
Screening O=C(COc1ccc([N+](=O)[O-])cc1)NNC(=S)NC(=O)c1ccc(Br)cc1 returned AI-2 QS modul -127*, HSF1 activator 0, HIF act 1.0, aSyn UTR inh -13, Platelet DG rel 10, SKKanGAS inh 55*, KLF5 inh -20, IEC-6 tox -1, HSP90 inh -4 and HSF1 inh 2.
For Cc1ccc(NS(=O)(=O)c2cc(C(=O)N3CCc4ccccc4C3)ccc2Cl)cc1 the results were AI-2 QS modul 16, HSF1 activator 67*, HIF act -0.3, aSyn UTR inh 7, Platelet DG rel 13, SKKanGAS inh 7, KLF5 inh -17, IEC-6 tox 0, HSP90 inh -1 and HSF1 inh 31.
For O=C(CCn1cccc1)Nc1ccccc1F the results were AI-2 QS modul -39, HSF1 activator -9, HIF act 0.1, aSyn UTR inh -10, Platelet DG rel -1, SKKanGAS inh 0, KLF5 inh -16, IEC-6 tox -5, HSP90 inh -1 and HSF1 inh 4.
For O=C(COC(=O)CCSc1ccc(Cl)cc1)Nc1ccc(F)cc1 the results were AI-2 QS modul 14, HSF1 activator -7, HIF act -0.3, aSyn UTR inh -12, Platelet DG rel 3, SKKanGAS inh -18, KLF5 inh 2, IEC-6 tox -3, HSP90 inh 0 and HSF1 inh -1.
For COc1ccc(Cl)cc1NC(=O)CCNS(=O)(=O)c1cccc2nonc12 the results were AI-2 QS modul 12, HSF1 activator -8, HIF act -1.1, aSyn UTR inh 28, Platelet DG rel -5, SKKanGAS inh 2, KLF5 inh -9, IEC-6 tox 3, HSP90 inh 4 and HSF1 inh 4.
For Cc1cccc(S(=O)(=O)Nc2ccc(C)c3c2OC(C)(C)C3)c1 the results were HSF1 activator -20, HIF act -0.2, aSyn UTR inh 10, Platelet DG rel -2, SKKanGAS inh 8, KLF5 inh 1, IEC-6 tox 6, HSP90 inh 2 and HSF1 inh 2.
`CCc1nnc(NS(=O)(=O)c2ccc(NC(=S)NC(=O)/C=C/c3ccccc3)cc2)s1` gave AI-2 QS modul 40, HSF1 activator 25, HIF act 0.3, aSyn UTR inh -4, Platelet DG rel -47, SKKanGAS inh 20, KLF5 inh -21, IEC-6 tox 0, HSP90 inh 1 and HSF1 inh 19.
Cc1ccc(-n2c(C)cc(C(=O)Cn3nc(C(=O)O)c4ccccc4c3=O)c2C)cc1 was read as AI-2 QS modul -3, HSF1 activator 14, HIF act 0.2, aSyn UTR inh -37, Platelet DG rel 9, SKKanGAS inh 13, KLF5 inh -10, IEC-6 tox 11, HSP90 inh 4 and HSF1 inh 1.
`O=C(CSC1=NCCS1)N1CCCC1` gave AI-2 QS modul 9, HSF1 activator -3, HIF act -0.1, aSyn UTR inh -14, Platelet DG rel 3, SKKanGAS inh 2, KLF5 inh -2, IEC-6 tox 1, HSP90 inh -5 and HSF1 inh -8.
`NS(=O)(=O)c1ccc(NC(=S)N2CCc3ccccc32)cc1` gave AI-2 QS modul 11, HSF1 activator 14, HIF act 0.3, aSyn UTR inh -4, Platelet DG rel -1, SKKanGAS inh 9, KLF5 inh -30, IEC-6 tox 6, HSP90 inh 4 and HSF1 inh -2.
`Cc1cccc(CN2CCN(CC(=O)NCc3ccc(F)cc3)C2=O)c1` gave AI-2 QS modul 11, HSF1 activator 3, HIF act -0.4, aSyn UTR inh 26, Platelet DG rel 9, SKKanGAS inh -7, KLF5 inh -3, IEC-6 tox -2, HSP90 inh 0 and HSF1 inh -5.
`CC1=CCC(C(=O)O)C(C(=O)Nc2ccc(-c3nc4ccc(C)cc4s3)cc2)C1` (stereo not given) gave AI-2 QS modul 25, HSF1 activator -37, HIF act 2.0, aSyn UTR inh -131, Platelet DG rel 0, SKKanGAS inh -5, KLF5 inh -92, IEC-6 tox 1, HSP90 inh 2 and HSF1 inh -29.
Screening CCOC(=O)Cc1c(C)nc2c(-c3ccc(Cl)cc3)cnn2c1C returned AI-2 QS modul 21, HSF1 activator -12, HIF act 0.0, aSyn UTR inh 1, Platelet DG rel 1, SKKanGAS inh 11, KLF5 inh -13, IEC-6 tox 6, HSP90 inh -2 and HSF1 inh 4.
`O=c1cc(CSc2n[nH]c(-c3ccncc3)n2)nc2sccn12` gave AI-2 QS modul 20, HSF1 activator 8, HIF act 0.2, aSyn UTR inh 2, Platelet DG rel -2, SKKanGAS inh 4, KLF5 inh -14, IEC-6 tox -8, HSP90 inh -3 and HSF1 inh 5.

Two entries drawn at random from the list so far:
For Cc1ccc(NS(=O)(=O)c2cc(C(=O)N3CCc4ccccc4C3)ccc2Cl)cc1 the results were AI-2 QS modul 16, HSF1 activator 67*, HIF act -0.3, aSyn UTR inh 7, Platelet DG rel 13, SKKanGAS inh 7, KLF5 inh -17, IEC-6 tox 0, HSP90 inh -1 and HSF1 inh 31.
For COc1ccc(Cl)cc1NC(=O)CCNS(=O)(=O)c1cccc2nonc12 the results were AI-2 QS modul 12, HSF1 activator -8, HIF act -1.1, aSyn UTR inh 28, Platelet DG rel -5, SKKanGAS inh 2, KLF5 inh -9, IEC-6 tox 3, HSP90 inh 4 and HSF1 inh 4.

New compounds follow:
Screening CCOC(=O)c1sc2nc(NC(=O)C3CCCCC3)sc2c1C returned AI-2 QS modul 17, HSF1 activator 12, HIF act -0.1, aSyn UTR inh -60, Platelet DG rel -9, SKKanGAS inh 4, KLF5 inh -7, IEC-6 tox 6, HSP90 inh 2 and HSF1 inh 4.
Screening CCNC(=O)CC1C(=O)N(C)C(=S)N1NC(=O)c1ccc(Cl)cc1 (stereo not given) returned AI-2 QS modul 23, HSF1 activator 4, HIF act -0.2, aSyn UTR inh 6, Platelet DG rel -11, SKKanGAS inh 2, KLF5 inh -30, IEC-6 tox -1, HSP90 inh -3 and HSF1 inh -7.
O=C(CSc1nc2ccccc2[nH]1)Nc1ccc(F)c(F)c1 was read as AI-2 QS modul 9, HSF1 activator -71, HIF act 0.1, aSyn UTR inh -12, Platelet DG rel 3, SKKanGAS inh -9, KLF5 inh 9, IEC-6 tox 11, HSP90 inh 4 and HSF1 inh -61*.
O=C1CC(c2ccc(F)cc2)Sc2nc(C34CC5CC(CC(C5)C3)C4)nn21 (stereo not given) was read as AI-2 QS modul 20, HSF1 activator -10, HIF act 3.3, aSyn UTR inh 16, Platelet DG rel -2, SKKanGAS inh 6, KLF5 inh -15, IEC-6 tox -1, HSP90 inh 5 and HSF1 inh -3.
`CC(C)/C=N/NC(=O)c1ccc(Cl)cc1` gave AI-2 QS modul 18, HSF1 activator 22, HIF act 0.1, aSyn UTR inh -7, Platelet DG rel -1, SKKanGAS inh -3, KLF5 inh -8, IEC-6 tox 8, HSP90 inh 4 and HSF1 inh 3.
For O=C1NN(c2ccccc2)C(=O)C2C3C=CC(C4CC34)C12 (stereo not given) the results were AI-2 QS modul 11, HSF1 activator -5, HIF act -0.2, aSyn UTR inh -23, Platelet DG rel -3, SKKanGAS inh 18, KLF5 inh -23, IEC-6 tox -3, HSP90 inh 1 and HSF1 inh -2.
For Cc1cn(C2CCC(CO)O2)c(=O)[nH]c1=O (stereo not given) the results were AI-2 QS modul 8, HSF1 activator 17, HIF act -2.5, aSyn UTR inh -7, Platelet DG rel 5, SKKanGAS inh 0, KLF5 inh -23, IEC-6 tox -8, HSP90 inh 0 and HSF1 inh 4.
Screening O=C(c1ccc(Cn2c(=S)[nH]c3cc4c(cc3c2=O)OCO4)cc1)N1CCN(c2ccccc2)CC1 returned HSF1 activator 12, HIF act 0.3, aSyn UTR inh 7, Platelet DG rel 2, SKKanGAS inh 20, KLF5 inh -9, IEC-6 tox -4, HSP90 inh -2 and HSF1 inh 2.
For CCOc1ccc(S(=O)(=O)N2CCN(C)CC2)c(C)c1C the results were AI-2 QS modul 5, HSF1 activator -10, HIF act -0.2, aSyn UTR inh 22, Platelet DG rel -2, SKKanGAS inh 5, KLF5 inh -8, IEC-6 tox -1, HSP90 inh -4 and HSF1 inh 1.
`CC1=C(C(=O)OCCOc2ccccc2)C(c2ccsc2)NC(=O)N1C` (stereo not given) gave AI-2 QS modul 2, HSF1 activator 14, HIF act 0.0, aSyn UTR inh 6, Platelet DG rel 9, SKKanGAS inh 2, KLF5 inh -9, IEC-6 tox 1, HSP90 inh 5 and HSF1 inh -1.
For O=c1[nH]c(=O)n(Cc2ccco2)c2c1C(C(F)(F)F)(C(F)(F)F)N=C(Cc1ccccc1)N2 the results were AI-2 QS modul 9, HSF1 activator -33, HIF act -1.6, aSyn UTR inh 15, Platelet DG rel -4, SKKanGAS inh -1, KLF5 inh -12, IEC-6 tox -5, HSP90 inh 1 and HSF1 inh -13.
Screening COc1cc(/C=C(/NC(=O)c2ccccc2Cl)C(=O)O)cc(OC)c1OC returned AI-2 QS modul 19, HSF1 activator -7, HIF act -0.2, aSyn UTR inh -10, Platelet DG rel -5, SKKanGAS inh -17, KLF5 inh -2, IEC-6 tox 4, HSP90 inh 3 and HSF1 inh -7.
`Cc1ccc(C(=O)Nc2ccccc2Oc2ccccc2)o1` gave AI-2 QS modul 5, HSF1 activator -12, HIF act -0.1, aSyn UTR inh 11, Platelet DG rel -8, SKKanGAS inh 0, KLF5 inh -27, IEC-6 tox 3, HSP90 inh 2 and HSF1 inh -2.
COc1ccc(Cl)cc1NC(=O)Cn1c(=O)n2nc(C)nc2c2ccccc21 was read as AI-2 QS modul 18, HSF1 activator 14, HIF act -0.6, aSyn UTR inh 6, Platelet DG rel -16, SKKanGAS inh 9, KLF5 inh -8, IEC-6 tox 0, HSP90 inh 2 and HSF1 inh -4.
O=C(COC(=O)c1ccccc1Nc1cccc(C(F)(F)F)c1)NCc1ccco1 was read as AI-2 QS modul 12, HSF1 activator 34, HIF act 1.1, aSyn UTR inh -5, Platelet DG rel 0, SKKanGAS inh 0, KLF5 inh -17, IEC-6 tox 1, HSP90 inh 1 and HSF1 inh 8.
`Clc1ccc(CN2C3=NCCCN3c3ccccc32)cc1` gave AI-2 QS modul 16, HSF1 activator -10, HIF act -0.3, aSyn UTR inh 6, Platelet DG rel 0, SKKanGAS inh -3, KLF5 inh -37, IEC-6 tox 4, HSP90 inh 2 and HSF1 inh 1.
COC(=O)c1nc2ccc(N3CCOCC3)cc2c(C)c1C(=O)OC was read as AI-2 QS modul 13, KLF5 inh -58, IEC-6 tox 4 and HSP90 inh 4.
Cn1c(=O)n(C)c2cc(/C=N/NC(=O)c3cc4cc(Br)ccc4o3)ccc21 was read as AI-2 QS modul 16, HSF1 activator -10, HIF act 0.3, aSyn UTR inh -31, Platelet DG rel -1, SKKanGAS inh -2, KLF5 inh -7, IEC-6 tox -2, HSP90 inh 1 and HSF1 inh -7.
Screening Cc1ccc(CN(C)C(=O)c2cc(COc3cccc(C(F)(F)F)c3)on2)o1 returned AI-2 QS modul -81*, HSF1 activator -2, HIF act 0.1, aSyn UTR inh -10, Platelet DG rel 0, SKKanGAS inh -14, KLF5 inh -16, IEC-6 tox 8, HSP90 inh 2 and HSF1 inh -5.

Random draw from the library; any-hit rate near 6%.
